High-throughput results as filed in PubChem BioAssay.
MC4R ag barr: MC4R agonists recruiting beta-arrestin, primary screen, cell-based, luminescence, agonist arm of biased-ligand search | Melanocortin receptor 4 (Homo sapiens), P32245 | U2OS MC4R beta-arrestin complementation; percent of melanotan II response, DMSO zero | activation, % at 8.9 µM | 0.98% of 360,000 active;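 active means activation above a per-plate cutoff, the mean activation of sample wells on that plate plus 3 SD, cut at about 8% in these data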
Exocytosis inh: LAMP-1 surface exposure blockers, TALL-104 cells – cell-based, flow cytometry, MLPCN library, primary screen | TALL-104 LAMP-1 surface exposure; cells stimulated with thapsigargin and PMA | inhibition, % at 10 µM | 0.66% of 360,000 active | AID 651702, 2012;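 active means inhibition above about 55%, limit read from the data; inconclusive means no clear call, values can overlap the other calls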
PDI inh: inhibitors of human PDI, primary screen, biochemical, turbidity, single point, plate reader. Protein disulfide-isomerase (Homo sapiens), P07237. PDI insulin aggregation turbidity, A650, 90 min. inhibition, % at 10 µM. 0.052% of 350,000 active. AID 588391, 2011;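 active means mean inhibition across replicates of 30% or more, whatever share of single replicates reach that level; inconclusive means mean inhibition below 30% while every single replicate reaches 30%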;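 further: absorbance from insulin aggregation driven by PDI reduction with DTT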
MC4R antag cAMP: MC4R antagonists of cAMP signaling, primary screen, cell-based, TR-FRET, antagonist arm of biased-ligand search; Melanocortin receptor 4 (Homo sapiens), P32245; MC4R-expressing cells, MTII-stimulated cAMP, LANCE TR-FRET; inhibition, % at 6.5 µM; 0.48% of 360,000 active;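 active means inhibition above its plate's cutoff, the mean of tested wells on that plate plus 3 SD, cut at about 29% in these data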;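 further: 0% = Melanotan II alone and 100% = Melanotan II plus saturating MCL0020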
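material = U2OS cells stably expressing human melanocortin 4 receptor (MC4R) | also added = Melanotan II challenge | dosing = single nominal compound dose of 6.5 µM | detection = TR-FRET with Eu-cAMP and labeled anti-cAMP, 671 nm | replication = singlicate | timing = compound 30 min, challenge 1 h, detection 1 h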
Glyco luc inh: increase of ERlucT glycosylation luciferase signal, primary screen, N-linked glycosylation inhibitor project, D54 ERlucT cells, luminescence, set 2 | D54 ERlucT glycosylation luciferase reporter, 24 h; percent of 100 nM tunicamycin response | reporter increase, % at 12.5 µM | 0.23% of 360,000 active | AID 588692, 2011;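 active means mean luciferase reporter signal, scaled so untreated is 0 and the glycosylation-blocking control 100, at or above a set limit in every replicate; inconclusive means mean reaches the limit but not every replicate does; inactive means mean below the limit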;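 further: luciferase carries N-glycosylation sites so blocking glycosylation raises the light; 0% = median of neutral control wells and 100% = median of 100 nM tunicamycin wells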
H9c2 protect: cardioprotection against H2O2-induced cell death, primary screen, uHTS, H9c2 cells, ATPLite luminescence. H9c2 cardiomyocytes, H2O2 injury protection, 2 h. protection from H2O2 cell death, % at 20 µM. 0.63% of 360,000 active. AID 588492, 2011;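 active means compounds giving at least 50% protection of heart cells from peroxide-induced death in the single-dose screen, raw or plate-pattern-corrected value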;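 further: 0% = DMSO wells with peroxide and 100% = DMSO wells without peroxide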
HTR2A ag: mouse Htr2a agonists via beta-arrestin recruitment, primary screen, cell-based, luminescence | 5-hydroxytryptamine receptor 2A (Mus musculus), P35363 | CHO-K1 mHTR2A beta-arrestin complementation; percent of 30 µM serotonin response | activation, % at 7.6 µM | 0.66% of 360,000 active | AID 624169, 2012;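 active means activation above a run cutoff, the mean activation of all tested compounds plus 3 SD, cut at about 14% in these data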;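 further: 0% = plate median of compound wells and 100% = 30 µM serotonin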
ABHD5-PLIN5 inh: ABHD5-PLIN5 interaction inhibitors, primary screen, cell lysate, split luciferase complementation, luminescence; 0.78% of 360,000 active; inhibition, % at 4 µM; Perilipin-5 (Homo sapiens) + 1-acylglycerol-3-phosphate O-acyltransferase ABHD5 (Homo …; Split G. princeps luciferase complementation, 4 h;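 active means inhibition above the mean inhibition across every tested compound plus 3 SD, cut at about 22% in these data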;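 further: 0% = DMSO only wells and the 100% control is not disclosed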
Target sequence (Q00G26 whole entry, looked up): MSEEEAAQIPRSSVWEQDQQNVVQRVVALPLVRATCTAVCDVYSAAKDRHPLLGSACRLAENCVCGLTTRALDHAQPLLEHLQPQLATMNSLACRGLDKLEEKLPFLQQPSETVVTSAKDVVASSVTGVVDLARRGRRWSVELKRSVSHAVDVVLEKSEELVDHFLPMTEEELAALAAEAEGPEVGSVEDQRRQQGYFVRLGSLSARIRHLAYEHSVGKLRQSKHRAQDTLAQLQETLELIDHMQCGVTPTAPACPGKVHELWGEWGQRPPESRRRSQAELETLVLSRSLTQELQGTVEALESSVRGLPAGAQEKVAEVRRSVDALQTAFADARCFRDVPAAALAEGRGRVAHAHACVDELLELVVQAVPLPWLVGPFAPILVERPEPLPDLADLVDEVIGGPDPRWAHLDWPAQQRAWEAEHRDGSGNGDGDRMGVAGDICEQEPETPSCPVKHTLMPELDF
Target sequence (Q8WTS1 whole entry, looked up): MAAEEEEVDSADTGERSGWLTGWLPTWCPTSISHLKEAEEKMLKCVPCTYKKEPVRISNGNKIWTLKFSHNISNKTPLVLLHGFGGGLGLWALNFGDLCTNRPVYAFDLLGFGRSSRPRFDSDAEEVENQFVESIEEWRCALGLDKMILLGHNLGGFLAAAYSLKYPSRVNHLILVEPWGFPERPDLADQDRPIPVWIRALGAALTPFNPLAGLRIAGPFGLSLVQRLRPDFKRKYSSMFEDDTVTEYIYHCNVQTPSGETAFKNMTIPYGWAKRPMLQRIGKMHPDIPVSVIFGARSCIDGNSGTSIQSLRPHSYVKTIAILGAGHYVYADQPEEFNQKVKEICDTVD
ABCB6 inh 2: ABCB6 transporter inhibitors, primary screen, K562-ABCB6 cells, flow cytometry, MLPCN library | K562-ABCB6 porphyrin accumulation, 1 h; hits give low values | 0.19% of 360,000 active | AID 602162, 2011 | fluorescence ratio to DMSO, % at 10 µM;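 active means fluorescence ratio to DMSO below 75%, the collection mean minus 3 SD; inconclusive means too few cells collected in the well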;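 further: signal is porphyrin accumulated inside mitochondria; 100% equals median channel fluorescence of DMSO control wells; lower ratio means ABCB6 inhibition with less porphyrin fluorescence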
CaV13 FRET inh: Disruptors of the CACNA1D IQ motif to Ca2+-dependent inactivation inhibitor domain association, primary screening, Förster resonance energy transfer in intact living …. HEK cells, CFP/YFP FRET ICDI-IQ, plate reader, 10 min; percent FRET-ratio fall versus neutral wells. inhibition, % at 12.3 µM. 0.098% of 340,000 active. AID 743397;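 active means mean replicate inhibition of at least 30% and at least 1% of replicates passing that level; inconclusive means only one of the two criteria is met; inactive means neither criterion is met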;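 further: 0% = median of the neutral control wells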
The depositor's hits bear a star; ? = inconclusive; / = no result given.

[1] CC(=O)Nc1ccc(NS(=O)(=O)c2ccc3[nH]c(=O)[nH]c3c2)cc1
[2] CCOc1ccc(S(=O)(=O)N2CCN(c3ccccc3OC)CC2)c2cccnc12
[3] COc1ccc(OCC(=O)NC(=S)N2CCCc3ccccc32)cc1
[4] Cc1cccc(NC(=O)Cn2cccc2)c1
[5] CCn1nc(C)c(/C=N/NC(=O)Cn2nccc2C)c1C
[6] CCCC(=O)c1c[nH]c(C(=O)NCCc2ccccn2)c1
Screen / compound no.	1	2	3	4	5	6
MC4R ag barr	0.0	-1.7	-0.2	-1.9	1.0	0.3
Exocytosis inh	0	-2	-2	-2	-5	18
PDI inh	1	-3	-4	5	-2	-8
MC4R antag cAMP	3	11	-3	-6	-7	6
Glyco luc inh	2	0	-4	2	-1	1
H9c2 protect	-1	2	-10	-1	8	8
HTR2A ag	1	-3	-3	6	-1	-3
ABHD5-PLIN5 inh	-4	5	-5	1	6	-4
ABCB6 inh 2	102	89	98	98	101	193
CaV13 FRET inh	-4	/	-8	-7	-4	/

[7] Cc1ccccc1S(=O)(=O)Nc1ncnc2sccc12
[8] Cc1noc(C)c1S(=O)(=O)N(C)C[C@H]1Oc2ccc(NS(=O)(=O)c3ccc(F)cc3)cc2C(=O)N([C@H](C)CO)C[C@@H]1C
[9] O=C(c1cn(-c2ccccc2)nc1-c1ccccc1)n1nnc2ccccc21
[10] CC1(C)Cc2ccccc2-c2nnc(SCC(=O)N3CCN(c4ccccc4)CC3)n21
[11] O=C1NC2(CCCCC2)C(=O)N1c1cccc(Cl)c1
[12] CC(C)C[C@H]1CN([C@@H](Cc2ccc(O)cc2)CN2CCC[C@@H]2CN2C(=O)C(=O)NC[C@@H]2Cc2ccccc2)C(=O)C(=O)N1CC1CCCCCC1
Screen / compound no.	7	8	9	10	11	12
MC4R ag barr	3.3	-0.7	-0.3	2.0	-1.5	0.0
Exocytosis inh	-1	-3	-4	-1	-1	-3
PDI inh	6	3	-5	-3	2	19
MC4R antag cAMP	-1	-1	4	12	7	3
Glyco luc inh	-1	2	1	-2	1	-1
H9c2 protect	-11	-1	7	8	-2	0
HTR2A ag	0	11	2	2	-2	2
ABHD5-PLIN5 inh	5	6	3	-1	-3	3
ABCB6 inh 2	95	97	91	96	73*	94
CaV13 FRET inh	-4	-5	-5	-3	-20	-16

[13] Cc1ccc(N2CCN(C(=O)c3cn(CC4CCCCC4)nn3)C(C)C2)cc1 (configuration not stated)
[14] CCOCCCn1c(=S)[nH]c2cc(C(=O)N3CCC(C(N)=O)(N4CCCCC4)CC3)ccc2c1=O
[15] O=C(NC1CCCC1)c1ccc(CS(=O)Cc2ccccc2Cl)o1 (configuration not stated)
[16] CCOc1cc(/C=C2\N=C(SCC)SC2=O)cc([N+](=O)[O-])c1OC(C)=O
[17] COc1ccccc1NC(=S)N(CCc1nc2cc(C)c(C)cc2[nH]1)Cc1cccnc1
[18] CCS(=O)(=O)Nc1ccc(C2=NN(S(C)(=O)=O)C(c3cccs3)C2)cc1 (configuration not stated)
Screen / compound no.	13	14	15	16	17	18
MC4R ag barr	3.2	-0.6	-1.4	-2.8	1.6	-0.1
Exocytosis inh	-8	-8	6	-2	5	3
PDI inh	-2	7	10	-1	-3	-2
MC4R antag cAMP	-11	10	8	7	6	2
Glyco luc inh	-7	1	2	0	1	1
H9c2 protect	-14	4	-1	-15	5	-5
HTR2A ag	2	3	2	-3	-6	-4
ABHD5-PLIN5 inh	-9	-2	-3	-2	-7	4
ABCB6 inh 2	95	100	99	150	94	101
CaV13 FRET inh	-10	-3	-5	-2	-9	-6

[19] Cc1cccc(NCc2ccc(O)c3ncccc23)c1
[20] Cc1cccc(NC(=S)NC23CN4CN(CN(C4)C2)C3)c1
[21] CC(=O)Nc1ccc(NC(=O)c2cccc3ccccc23)cc1
[22] COc1ccc(C(C)=O)cc1CC1(C)C(=O)Nc2ccc(-c3cccc(C(F)(F)F)c3)cc21 (configuration not stated)
[23] O=C(Nc1ccccc1O)c1ccc(NC(=O)C2CC2)cc1
[24] Cc1cc(C)c(S(=O)(=O)NC(C)C)c(C)c1-n1cnnn1
Screen / compound no.	19	20	21	22	23	24
MC4R ag barr	-1.0	0.9	-1.5	4.5	-2.4	-2.3
Exocytosis inh	-3	-1	-2	39	10	0
PDI inh	4	5	5	0	1	12
MC4R antag cAMP	19	23	3	12	1	10
Glyco luc inh	4	0	2	-4	?	2
H9c2 protect	58*	0	-6	-34	-8	-10
HTR2A ag	3	-2	-1	0	-5	5
ABHD5-PLIN5 inh	-10	-8	5	-10	-1	3
ABCB6 inh 2	100	102	103	101	100	92
CaV13 FRET inh	-5	-5	-5	-5	-5	-1

[25] COc1ccc(CNC(=O)CN2C(=O)COc3ccc(S(=O)(=O)N4CCC(C)CC4)cc32)cc1
[26] Cc1cccc(NC(=O)CSc2nnc(CCNC(=O)OC(C)(C)C)o2)c1C
[27] Cc1ccc(C(=O)N2CCN(S(=O)(=O)c3ccc(C(C)C)cc3)CC2)s1
[28] COc1ccc(/C=C/C2=CC(C)(C)NC(=S)N2)c(OC)c1
[29] CCc1nnc(NC(=O)CN2CCCC(C)C2)s1 (configuration not stated)
[30] O=C1NC[C@@H](CCCCN2C[C@H](Cc3ccc(O)cc3)N(Cc3ccccc3)C(=O)C2=O)N(CCc2ccc(O)cc2)C1=O
Screen / compound no.	25	26	27	28	29	30
MC4R ag barr	-2.2	0.7	-2.2	-3.8	0.4	/
Exocytosis inh	0	2	-7	2	-1	-2
PDI inh	11	-2	4	-14	-3	/
MC4R antag cAMP	4	5	-2	13	10	/
Glyco luc inh	2	1	-1	-3	2	/
H9c2 protect	10	15	-13	-8	9	/
HTR2A ag	4	-3	10	0	3	3
ABHD5-PLIN5 inh	-2	-5	-1	-2	1	7
ABCB6 inh 2	98	94	94	102	95	95
CaV13 FRET inh	-16	-19	-6	-3	13	-10

[31] O=C(Nc1ccc(Cl)cn1)c1cccc(S(=O)(=O)N2CCCC2)c1
[32] Cc1ccc(C)c(NC(=O)CSc2nnc(-c3ccncc3)o2)c1
[33] C=CC(=O)Nc1cccc(Oc2ncnc3[nH]cc(-c4cnc5ccccc5c4)c23)c1
[34] O=C(c1cc2nc(-c3cccs3)cc(C(F)(F)Cl)n2n1)N1CCCc2ccccc21
[35] C[C@H](CO)N1C[C@H](C)[C@@H](CN(C)Cc2ccc(-c3ccccc3)cc2)Oc2c(NC(=O)c3ccncc3)cccc2C1=O
[36] Cc1ncc([N+](=O)[O-])n1CC(=O)Nc1ccc(Cl)cc1
Screen / compound no.	31	32	33	34	35	36
MC4R ag barr	-0.5	-0.8	1.3	4.3	-1.7	-0.1
Exocytosis inh	-6	13	1	5	16	-6
PDI inh	-1	-4	0	-10	13	-1
MC4R antag cAMP	-4	14	-27	2	8	-1
Glyco luc inh	-1	2	-13	0	-7	1
H9c2 protect	-7	2	21	-15	20	0
HTR2A ag	-4	1	0	4	-3	2
ABHD5-PLIN5 inh	0	-1	12	-8	6	-9
ABCB6 inh 2	99	101	98	102	84	99
CaV13 FRET inh	-3	-12	-6	-10	-8	-2

[37] COc1ccc(Cl)cc1NC(=O)COC(=O)C1CCCCC1
[38] Cc1cccc(CN(C)C[C@@H]2OCc3cnnn3CCCC(=O)N([C@H](C)CO)C[C@H]2C)c1
[39] CCOc1ccc(NS(=O)(=O)c2ccc(C(=O)NC3CCN(Cc4ccccc4)CC3)cc2)cc1
[40] Cc1ccc(C2CC(c3ccco3)n3ncnc3N2)cc1 (configuration not stated)
[41] O=C(Nc1ccc(F)cc1F)NC1CC1
[42] O=C1[C@H]2[C@@H](c3ccccc3)N[C@]3(CCCN(Cc4ccco4)C3=O)[C@H]2C(=O)N1Cc1ccccc1
[43] CC(C)(C)NC(=O)N1CCN(c2nc3ccc(Cl)cc3s2)CC1
[44] Cn1ccnc1SCC(=O)Nc1ccc2ccccc2c1
Screen / compound no.	37	38	39	40	41	42	43	44
MC4R ag barr	5.0	-3.0	-3.5	-1.4	0.6	0.1	-0.2	-1.2
Exocytosis inh	6	5	13	-2	-8	2	33	3
PDI inh	3	2	-3	/	18	1	0	-1
MC4R antag cAMP	4	3	1	3	-4	11	15	8
Glyco luc inh	0	-1	-1	2	5	7	-1	-11
H9c2 protect	5	1	-1	11	4	-1	-16	7
HTR2A ag	2	-3	-20	-3	-1	1	3	-3
ABHD5-PLIN5 inh	9	5	-2	2	7	-6	-2	5
ABCB6 inh 2	100	109	100	98	105	101	97	102
CaV13 FRET inh	-5	-2	-14	-3	-5	-5	-3	/

3 entries from above, tab-delimited.
nr	Compound	MC4R ag barr	Exocytosis inh	PDI inh	MC4R antag cAMP	Glyco luc inh	H9c2 protect	HTR2A ag	ABHD5-PLIN5 inh	ABCB6 inh 2	CaV13 FRET inh
41	O=C(Nc1ccc(F)cc1F)NC1CC1	0.6	-8	18	-4	5	4	-1	7	105	-5
38	Cc1cccc(CN(C)C[C@@H]2OCc3cnnn3CCCC(=O)N([C@H](C)CO)C[C@H]2C)c1	-3.0	5	2	3	-1	1	-3	5	109	-2
44	Cn1ccnc1SCC(=O)Nc1ccc2ccccc2c1	-1.2	3	-1	8	-11	7	-3	5	102	/
